Screening results as filed in PubChem BioAssay.
NPYLR7 ag: mosquito NPYLR7 agonism. activation, % at 10 µM. HEK293T NPYLR7/Galpha15, GCaMP6s calcium fluorescence. 0.15% of 270,000 active. AID 1259423; in the data active = activation above about 40%;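 also: 0% = vehicle and 100% = reference agonist at the receptor; some compounds past the cut are filed as inactive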
hcGAS inh: blocks human cGAS activity; recombinant h-cGAS, ATP depletion, Kinase-Glo luminescence; inhibition, % at 12.5 µM; 0.081% of 290,000 active; AID 1259398;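 also: 0% = vehicle reaction and 100% = reaction without DNA for no activity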
Target sequence (Q8N884 whole entry, looked up): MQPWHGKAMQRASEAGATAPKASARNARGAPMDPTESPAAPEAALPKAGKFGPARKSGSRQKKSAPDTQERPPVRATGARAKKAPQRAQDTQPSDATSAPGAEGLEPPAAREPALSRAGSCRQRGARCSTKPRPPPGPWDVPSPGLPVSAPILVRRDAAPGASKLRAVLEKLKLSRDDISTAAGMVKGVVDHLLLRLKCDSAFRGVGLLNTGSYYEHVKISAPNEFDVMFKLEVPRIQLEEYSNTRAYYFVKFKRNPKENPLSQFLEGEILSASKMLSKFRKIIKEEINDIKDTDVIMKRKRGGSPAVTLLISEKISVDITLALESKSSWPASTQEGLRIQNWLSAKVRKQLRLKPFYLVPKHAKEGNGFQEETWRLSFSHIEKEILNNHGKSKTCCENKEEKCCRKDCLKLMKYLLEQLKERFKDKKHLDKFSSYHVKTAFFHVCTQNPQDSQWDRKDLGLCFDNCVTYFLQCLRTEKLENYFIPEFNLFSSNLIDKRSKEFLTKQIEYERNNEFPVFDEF
mcGAS lum: inhibitors of mouse cGAS; Q8C6L5; recombinant cGAS, Kinase-Glo ATP depletion luminescence; inhibition, % at 12.5 µM; 0.15% of 160,000 active;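 also: 0% = negative control wells and 100% = reference inhibitor with no enzyme activity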
The depositor's hits bear a star; / = not tested or not shown; & = joins results of further samples. Rule as the data show it, unless noted: active = inhibition above about 40%; inactive = the rest.

SMILES | mcGAS lum | hcGAS inh | NPYLR7 ag
O=C(CCc1csc(NC(=O)c2ccc[nH]c2=O)n1)NCc1cccnc1 | -14 | -7 | -11
Cc1ccc(F)c(S(=O)(=O)NC(=O)C2(C)CCN2C(=O)Cc2ccc(C(C)(C)C)cc2)c1 (stereo unspecified) | -3 | -4 | -4
Cc1nc(CN2CCN(C(=O)c3ccccc3C3CCNC3)CC2)no1 (stereo unspecified) | / | -1 | 5
CCC(NC(=O)Cc1ccon1)c1ccccc1Br (stereo unspecified) | -14 | 1&-8 | -10&7
CCc1ccc(C(=O)N2CCC3(CC2)OCC(C(=O)N2CCN(C(C)=O)CC2)N3C(=O)c2ccc(F)cc2)cc1 (stereo unspecified) | -1 | 4 | 1
Cc1nonc1C1CCCN1C(=O)c1cn(-c2ccccc2)nn1 (stereo unspecified) | / | -5 | 14
CCOC(=O)CCc1c(C)nc2ncnn2c1N1CCN(C(=O)c2ccno2)CC1 | -6 | -4 | /
COc1ccc(-c2nc(C)c(-c3ccc(SCC(=O)Nc4nc(C)cs4)nn3)s2)cc1 | / | -4 | 2
Cc1ccn2c(=O)c(NC(=O)CC3CCCC3)c(C)nc2c1 | / | -2 | 2
O=C(Nc1ncccn1)c1c(O)c2ccccc2[nH]c1=O | -3 | -3 | 5
O=C(NCC1CCN(c2nc(Cc3ccc(F)cc3)ns2)CC1)C1C[C@H]1c1ccccc1 (stereo partly specified) | -4 | -7 | -11
Cc1nn(C(C)C)c(C)c1CN1CCC(c2cc(C(C)C)n[nH]2)CC1 | / | -6 | 0
C1=CCC(c2cn(Cc3nc(-c4ccccc4)n[nH]3)nn2)CC1 (stereo unspecified) | / | -3 | -3
O=C1CCCc2c1cnn2-c1nc2ccccc2s1 | / | -16 | 2
Cc1ccn(C(=O)c2ccc(NC(=O)C3CC3)cc2)n1 | / | -1 | -4
CC(CNC(=O)N1CCSC(C(C)C)C1)Cn1cccn1 (stereo unspecified) | -6 | -7 | 2
COCC(=O)N1CCC(C(NC(=O)c2ccccc2)C(=O)NCc2ccccc2)CC1 (stereo unspecified) | -4 | -5 | 3
CCc1ccccc1NC(=O)NCCNc1ccc(C)nn1 | -10 | -6 | -16
O=C(NCc1ccc(Cl)cc1)c1scnc1Cl | / | -6 | -1
O=C(CN1CN(c2ccccc2)C2(CCN(C(=O)c3cccc(C(F)(F)F)c3)CC2)C1=O)NCc1ccco1 | -2 | -2 | 12
COCCN1C(=O)N(C2Cc3ccccc3C2)C(=O)C12CCN(Cc1ccc(NC(C)=O)cc1)CC2 | 0 | -4 | 7
O=C(c1ccc2ncsc2c1)N(CCN1CCOCC1)c1nc2ccc(F)cc2s1 | / | 1 | 10
CCc1nc2c(OCCC3CCCCC3)cccn2c1N(C)C(=O)CC(C)C | -3 | -3 | 10
Nc1cc2c(cc1Cl)C(=O)c1ccccc1C2=O | -4 | 3 | -5
C[C@@H]1CC[C@@]23CCC4(C)[C@@](C=CC5[C@@]6(C)CC[C@H](O)C(C)(C)C6CC[C@]54C)(OC2=O)C3[C@H]1C (stereo partly specified) | / | -2 | -9
Cc1cc(O)c(C(c2ccccc2)N2CCN(CCO)CC2)c(=O)n1Cc1cccnc1 (stereo unspecified) | / | -3 | 2
C#CCN(C)C(=O)c1cc(-c2cc(OC)c(OC)c(OC)c2)nc2ccccc12 | -4 | -1 | 0
COc1cc(OC)cc(C(=O)N2CCc3cc(OC)c(OC)cc3C2c2cccc(Cl)c2)c1 (stereo unspecified) | -9 | -8 | 12
CN(C)CCCOc1nc2c(c(=O)n(C)c(=O)n2C)n1C | -5 | 1 | -1
CCOc1ccccc1C(=O)Nc1ccc(N2CCN(C(=O)[C@H](C)OC(C)=O)CC2)nc1 | -5 | -6 | 23

New compounds follow
SMILES | mcGAS lum | hcGAS inh | NPYLR7 ag
Cc1c(C(=O)N(C)C2CCCCC2)sc2nc3ccc(N)cc3n12 | / | -6 | -6
CNCCCOc1cc(OC)cc(OC)c1 | / | -2 | 1
c1cncc(-c2nc(Sc3nnc(NC4CC4)s3)c3ccccc3n2)c1 | / | -3 | -2
C=CCn1c(=O)c2c(nc3n(CCC)c(C)cn23)n(C)c1=O | / | -7 | -2
CCOC(=O)N1CCN(c2nc(-c3ccc(Oc4ccccc4)cc3)nc3ccccc23)CC1 | -7 | -6 | 4
CN(C)S(=O)(=O)N1CCC(Oc2cccc(C(=O)N3C[C@H]4CC[C@H]3C4)c2)CC1 | / | -9 | -2
CCc1cc(C(=O)N2C[C@@H]3CC[C@H](C2)N(CCOC)C3)cs1 | -6 | -15 | /
O=C(c1c(F)c(F)cc(F)c1F)N1CCC(Cc2ccc(-c3ccccc3)cc2)CC1 | 1 | 2 | 6
CC(C)c1ccc(NC2CCCN(C(=O)c3cccc(N4CCOCC4)c3)C2)cc1 (stereo unspecified) | / | 7 | 2
C/C(=N\N=C(N)c1cncc(Cl)n1)c1cccs1 | / | 2 | -3
C=CCC(=O)N1CCc2c([nH]c3ccccc23)C1c1ccc(CC)cc1 (stereo unspecified) | -3 | -1 | -7
CCOC(=O)c1ccc2c(c1)nc(SCc1cccc(C#N)c1)n2Cc1cccc(F)c1 | -7 | -2 | 17
O=C(O)c1cc(=O)c2c(OCC(O)COc3cccc4oc(C(=O)O)cc(=O)c34)cccc2o1 | 0&1 | -7&-2&-3&-4&-6 | -4&-12&-1&2&-9
CCc1c(C)cc(C(=O)N2CCC3(CN(C)C(=O)O3)C2)c(=O)n1C (stereo unspecified) | / | -5 | 8
CN(CCC(=O)Nc1cc(S(=O)(=O)N(C)C)ccc1Cl)Cc1ccco1 | / | -13 | 12
CCCN(CCC(=O)NCCOC)c1nc(C2CC2)nc2ccccc12 | -2 | 1 | -5
O=C(Cn1nc(-c2cccs2)c2sc(N3CCCCC3)nc2c1=O)NCc1ccccc1 | -9 | -6 | 1
CCCCCNC(=O)C1CC(=O)N(N(C)c2ccccc2)C1 (stereo unspecified) | -3 | -6 | -3
CC1=C(C(=O)OCc2ccccc2)C(c2ccc(C(F)(F)F)cc2)NC(=O)N1C (stereo unspecified) | 2 | 4 | -14
CCc1ccc(OC)c(S(=O)(=O)n2cc(C)nc2CC)c1 | / | -5 | 4
CCOC(=O)c1cnc2cc(C(F)(F)F)ccc2c1Nc1ccc(S(=O)(=O)NC(C)C)cc1 | -7 | -5 | 8
CCc1ncc2c(n1)CN(C(=O)c1cccc(OC)c1C)C2 | -6 | -3 | 1
O=C(CSc1nc2ccccc2[nH]1)NCCc1ccccc1 | 0 | -1 | -1
Cc1cc(N2CCCN(Cc3cnc(-c4ccco4)nc3)CC2)ccn1 | / | -8 | -4
COCc1cc(C)nc(N/N=C\c2cc(Br)c(OCc3cccc4ccccc34)c(OC)c2)c1C#N | -7 | 1 | 12
CCOC(=O)C1(CCOC)CCCN(Cc2ccccn2)C1 (stereo unspecified) | / | -7 | 6
CC(=O)c1cccc(NC(=O)N2CCN(CC(OCc3cccc(C)c3)c3ccc(Cl)cc3)CC2)c1 (stereo unspecified) | -3 | 1 | -2
Cc1ccccc1COc1cccn2c(=O)c(-c3cc(C)n(C)n3)c(C)nc12 | / | 5 | 15
Cc1nc2ncccn2c1C(=O)NCCCc1nc2ccccc2n1C | / | -2 | 2
CCc1c(CN2CCC(N3CCCCC3)CC2)csc1C | / | -9 | -1

Profiles as entered above. Order of values: mcGAS lum	hcGAS inh	NPYLR7 ag
Results for CCOC(=O)C1(CCOC)CCCN(Cc2ccccn2)C1 (stereo unspecified) : /	-7	6
Results for c1cncc(-c2nc(Sc3nnc(NC4CC4)s3)c3ccccc3n2)c1 : /	-3	-2
Results for CC(=O)c1cccc(NC(=O)N2CCN(CC(OCc3cccc(C)c3)c3ccc(Cl)cc3)CC2)c1 (stereo unspecified) : -3	1	-2
Results for CN(CCC(=O)Nc1cc(S(=O)(=O)N(C)C)ccc1Cl)Cc1ccco1 : /	-13	12
Results for CNCCCOc1cc(OC)cc(OC)c1 : /	-2	1

Carrying on.
SMILES | mcGAS lum | hcGAS inh | NPYLR7 ag
Cc1ccc(OCC(=O)N2CCC(C(=O)Nc3ccc4c(c3)OCO4)CC2)c(C)c1 | / | -4 | 5
CCOC(=O)COn1c(=O)c(-c2ccc(OCC)cc2)[n+]([O-])c2ccccc21 | / | -6 | -7
CC(NS(=O)(=O)c1ccc(F)c(Cl)c1)c1cccnc1 (stereo unspecified) | / | -12 | 3
CC(C)CN1C(=O)c2ccccc2NC12CCN(C(=O)c1cccc(N(C)C)c1)CC2 | / | -1 | 1
O=C(O)CCn1ccc2cc(F)ccc21 | 3 | 1 | -3
CCCCn1c(=O)c2ccccc2n2c(SCC(=O)N(C)C)nnc12 | / | -10 | -10
CC(C)n1cc(CN2CCC(n3nccc3NC(=O)Nc3ccccc3Cl)CC2)cn1 | -9 | -4 | /
CCOC(=O)N1CCN(C(=O)c2csc(CSc3nnc(Cc4ccccc4)n3-c3ccccc3OC)n2)CC1 | -4 | -7 | -1
COCC1(CNC(=O)CCn2cc(C)cn2)CCCC1 | 1 | 7 | /
O=C(COc1ccc(Cl)cc1Cl)NCc1nnc(SCC(=O)Nc2nc3ccccc3s2)n1-c1ccccc1 | / | -6 | -8
O=c1[nH]c(CNCc2ccccc2)nc2sc3c(c12)CCC3 | / | 4 | 6
COc1ccc(C(=O)NCCn2ncc3c(N4CCCC4)nc(SC)nc32)cc1OC | -6 | -8 | /
CS(=O)(=O)Oc1ccccc1CN(Cc1ccc(F)cc1)C(=O)c1cccs1 | -4 | -4 | 20
Cc1nnc(NS(=O)(=O)c2ccc(F)cc2C)s1 | / | 5 | -19
CCCNc1nc(SC)nc2c1cnn2CCNC(=O)c1cc(OC)cc(OC)c1 | -5 | -3 | /
O=C(CSc1nnc(-c2ccc(Cl)cc2)n1-c1ccccc1)N/N=C\c1ccc(F)cc1 | -3 | -4 | -1
COc1ccc2[nH]c(C(=O)NC(C)c3cnn(-c4ccccc4C)c3C)c(C)c2c1 (stereo unspecified) | / | -3&-2 | 8&2
Cc1nc2ncnn2c(N2CCN(c3ccc(Cl)cc3F)CC2)c1Cc1ccccc1 | 3 | 6 | /
C=CCc1cc(-c2nccn2Cc2cccnc2)cc(OC)c1O | -16 | -6 | 13
CSc1cccc(NC(=O)C(NC(=O)OCc2ccccc2)SC(C)C)c1 (stereo unspecified) | 0 | -2 | -3
CCN(CC)C(=O)C1CCCN(Cc2nc(-c3ccccn3)no2)C1 (stereo unspecified) | / | -6 | -1
CN1CCN(C(=O)C2CCN(c3ccnc(C(C)(C)C)n3)CC2)CC1 | / | -5 | 0
CC(C)c1nn(CC(=O)N2CCCc3ccccc32)c(=O)c2c1cnn2-c1ccc(F)cc1 | / | -5 | 8
COc1ccc(CCN(C)C(=O)c2cc(-c3ccccc3F)nc3cc(C(C)(C)C)nn23)cc1OC | -8 | -8 | -3
CCOC(=O)C1=C(C)N(CC)C(=O)NC1c1ccccc1 (stereo unspecified) | -2 | 0 | -4
COCCN(CC(=O)N(Cc1cccn1Cc1ccc(Br)cc1)C1CCCCC1)C(=O)c1cccs1 | -5 | -6 | /
Cc1nnc(SCC(=O)NCc2ccccc2Cl)c2c1cnn2-c1ccccc1 | -14 | -4 | -13
Cc1ccc(C2NC(=O)N(C)C3=C2C(=O)N(CC2CCCO2)C3)c(C)c1 (stereo unspecified) | -1 | -2 | 13
O=C(NCCSCc1ccccc1)c1cccnc1Nc1cccc(Cl)c1 | / | -1 | -8
Cc1cc(S(=O)(=O)Nc2cccc(Cl)c2)ccc1-n1c(N)c(C#N)c2nc3ccccc3nc21 | 1 | -2 | -9

New compounds follow.
SMILES | mcGAS lum | hcGAS inh | NPYLR7 ag
Cc1ccc(NC(=O)c2c(N)n(/N=C\c3ccncc3)c3nc4ccccc4nc23)cc1 | -8 | -4 | 4
COc1cc(C=C2SC(=S)N(CCN3CCOCC3)C2=O)cc(OC)c1OC | / | 3 | -2
N#Cc1cccc(NC(=O)N2CCSC2c2cccc(OCc3ccccc3)c2)c1 (stereo unspecified) | -5 | -5 | -7
CC1(C(=O)Nc2ccc3c(c2)OCO3)CCN1C(=O)C/C=C/c1ccccc1 (stereo unspecified) | -4 | -10 | -5
CCc1nc(CS(=O)(=O)c2nc(C)c(C)n2CC(C)C)cs1 | / | -7 | -2
CCN(CC)CCn1ccnc1-c1cccc(O)c1 | 2 | 3 | 0
CC(C)(C)c1ccc2c(c1)C(=O)C(=O)N2 | -12 | -6 | 2
COc1cccc(C2SCCN2C(=O)C2CCCC2)c1OC (stereo unspecified) | -3 | -3 | 13
CCOc1ccccc1C(=O)Nn1cnc2c(cnn2-c2ccccc2)c1=O | / | -10 | 3
Cc1ccncc1NC(=O)C(=O)N1CCc2c(Cl)cccc2C1 | -11 | -4 | -7
COc1cccc(C2CCCN2C(=O)Nc2ccccc2SC)c1 (stereo unspecified) | / | -3 | 11
CCN(CC)C(=O)N1CCN(C(=O)c2ccccc2SC)CC1 | -17 | -2 | -3
CSc1ccc(CN2CCN(C3CCN(C(C)C)CC3)C(CCO)C2)cc1 (stereo unspecified) | -16 | -2 | 3
CN1CCN(Cc2cn[nH]c2C2CCCCC2)CC1C(=O)O (stereo unspecified) | / | -7 | 6
